# High-throughput results as filed in PubChem BioAssay.
# PLK1 PBD inh: qHTS for Inhibitors of PLK1-PDB (polo-like kinase 1 - polo-box domain): Primary Screen; Serine/threonine-protein kinase PLK1 (Homo sapiens), P53350; Plk1 PBD binding of FITC phosphopeptide, fluorescence polarization; Potency, µM, without a hit: max response, negative = inhibition, most hits filed as inhibitors; 2.8% of 360,000 active; further: potency means the concentration at half of the fitted maximal effect; series mostly up to about 57 µM; on the % scale 0 is the no-effect control and ±100 the full control effect; nearly all actives have a fitted effect of over 65% in size
# EPAC1 antagonist: qHTS for Antagonist of cAMP-regulated guanine nucleotide exchange factor 3 (EPAC1): primary screen. 0.14% of 360,000 active. AID 720709, 2013. EPAC1 GEF assay, Rap1b-BODIPY-GDP exchange fluorescence. Rap guanine nucleotide exchange factor 3 (Homo sapiens), O95398. Potency, µM (series often up to 115 µM), for the others: top-dose activity change, negative = inhibition, hits mostly inhibitors;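 further: potency means the concentration at half of the fitted maximal effect; plate controls were vehicle for no effect and positive control for full effect; nearly all actives have a fitted effect of over 50% in size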
# Abeta rescue: qHTS for compounds that reverse cellular toxicity of Amyloid beta (A-beta) peptide in yeast: Primary Screen; yeast expressing A-beta42, growth rescue, OD600, 48 h; response scale: 0% DMSO, 100% iron-clioquinol control; Potency, µM (highest dose often 46.1 µM), without a hit: top-dose growth rescue, actives largely listed as activators; 0.063% of 410,000 active; AID 1347071, 2019; further: potency means the concentration at half of the fitted maximal effect; nearly all actives have a fitted effect of over 55% in size
#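 Yeast growth medium received pinned compounds, then yeast cells expressing toxic A-beta were added; plates incubated at 30 C for 48 hr. Growth read as absorbance at 600 nm, normalized to DMSO and equimolar FeCl3 plus clioquinol controls.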
# FUS suppressor: qHTS for Suppressors of FUS Proteinopathy: Primary screen using FUS-linked yeast assay. S. cerevisiae FUS-expressing, growth rescue, OD600, 24 h. Potency, µM (series often up to 76.6 µM), for the others: at the highest dose growth rescue (activation), usual class: activators. 0.24% of 390,000 active;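 further: potency means the concentration at half of the fitted maximal effect; plate controls were DMSO vehicle for no effect and reference control for full effect; nearly all actives have a fitted effect of over 55% in size; some results filed as inactive show a strong effect at the top dose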
#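 FUS-expressing yeast, raffinose-pregrown, induced in 2% galactose minimal medium at OD 0.005; compounds in a dilution series, 24hr at 30C. Growth restoration read as absorbance at 600 nm. CP55940 positive control, DMSO negative.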
# WRN helicase inh: qHTS for Inhibitors of WRN Helicase; Potency, µM (top dose mostly 114 µM), for inactives: at the top dose activity change, negative = inhibition, usual class: inhibitors; WRN helicase unwinding, fluorescent forked duplex, kinetic; 0.46% of 360,000 active; AID 651768, 2012; Bifunctional 3'-5' exonuclease/ATP-dependent helicase WRN (Homo sapiens), Q14191; further: potency means the concentration at half of the fitted maximal effect; on the % scale 0 is the no-effect control and ±100 the full control effect; nearly all actives have a fitted effect of over 55% in size
#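 Fluorescence dequenching readout, ex 525 nm/em 598 nm, kinetic mode: forked duplex DNA (100 nM final) with adjacent fluorophore and quencher unwound by WRN (20 nM final) with 2 mM ATP. Compound preincubation 15 min, room temperature.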
# EPAC1 ag: qHTS for Agonist of cAMP-regulated guanine nucleotide exchange factor 3 (EPAC1): primary screen. Rap guanine nucleotide exchange factor 3 (Homo sapiens), O95398. EPAC1 agonist qHTS, biochemical assay; response scale: 100% = response to 6.5 mM cAMP. Potency, µM (top dose mostly 154 µM), without a hit: at the highest dose activation, hits mostly activators. 0.073% of 360,000 active. AID 720707, 2013; further: potency means the concentration at half of the fitted maximal effect; nearly all actives have a fitted effect of over 60% in size
#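 Compounds were pinned as a concentration titration into mixtures of EPAC1 (100 nM), BODIPY-GDP-loaded Rap1B (250 nM) and GDP (50 uM). After 5 min at room temperature, fluorescence was followed for 30 min; activity was scaled to 6.5 mM cAMP.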
# IL2 activator: qHTS of IL-2 Activators; IL-2 activation reporter assay, cell-based qHTS; stimulated with anti-CD3/CD4/CD28 beads; in transgenic mouse T cells; activation, % (series mostly up to about 46 µM); 0.065% of 360,000 active; AID 652025, 2013; in the data active means activation above about 50%; inconclusive means mostly about 30% to 49%; further: 0% is about no effect
#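 Readout is EGFP and DsRed signal by fluorescent plate cytometry after 18 h at 37 degrees C. Transgenic mouse T cells (750/well) received compound for 60 min before bead stimulation (anti-CD3, anti-CD4, anti-CD28); memory T cells served as non-tolerant control.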
# PI5P4Ka inh: qHTS for Inhibitors of phosphatidylinositol 5-phosphate 4-kinase (PI5P4K). PI5P4Kalpha enzyme, ADP-Glo luminescence, 60 min; stronger effect = lower value. Phosphatidylinositol 5-phosphate 4-kinase type-2 alpha (Homo sapiens), P48426. 1.2% of 330,000 active. max response, %. AID 652105, 2013; active means max response of -50% or lower; inconclusive means between -30% and -50%; inactive means -30% or higher; further: value at the top dose of about 77 µM; on the % scale 0 is the no-effect control and ±100 the full control effect
#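 Reactions run in 0.038 M HEPES pH 7.4, 0.28 mM EGTA, 0.1% CHAPS and 5% DMSO, with PI5P4Kalpha, substrate, compound and 5 microM ATP final, one hour at room temperature. Readout is ADP-Glo luminescence.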
# aSyn rescue: qHTS of alpha-syn Inhibitors; Yeast expressing alpha-synuclein, growth rescue, BacTiter-Glo, 24 h; Potency, µM (series often up to 46.1 µM), for inactives: at the top dose growth rescue (activation), actives largely listed as activators; 0.14% of 370,000 active; AID 652106, 2013; further: potency means the concentration at half of the fitted maximal effect; % of control where 0% means no effect; nearly all actives have a fitted effect of over 65% in size
#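 Galactose-induced alpha-syn yeast (OD600=0.02, raffinose-pregrown) + pinned cpd, 24 hr, 30 deg C; growth by BacTiter-Glo luminescence. Growth restoration scores as activation.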
# Starred values were filed as active, the others as inactive; u = inconclusive; x = not tested or not shown; & = joins results of further samples; [ ] = another dose, or the depositor's remark. Unless noted, the call rests on the fitted dose curve; in most records, active means well fitted curve in the direction sought with a large enough effect; inconclusive means small, poorly fitted or top-dose-only effect, or another doubt; inactive means no such curve, though single readings can be large; an effect the other way counts as inactive or inconclusive.
SMILES,PLK1 PBD inh,EPAC1 antagonist,Abeta rescue,FUS suppressor,WRN helicase inh,EPAC1 ag,IL2 activator,PI5P4Ka inh,aSyn rescue
CC(C)Cn1c(=S)[nH]c2ccccc2c1=O,-10%,-6%,u,-21%,4%,6%,0.4,2,-16%
CC(C)c1ccc(C(=O)NCCCNC(=O)c2cnccn2)cc1,-3%,u,-9%,14%,-5%,-4%,0.8,2,6%
COC(=O)c1c(NC(=O)CS(=O)(=O)c2ccccc2)sc(C)c1C,-16%,-9%,9%,30%,-8%,13%,-5.1,0,10%
COc1ccc(-c2nc(SCC(=O)N3CCCC3)n[nH]2)cc1,-2%,6%,-2%,-15%,8%,4%,1.9,-1,-1%
S=C(Nc1ccc2nsnc2c1)N1CCCCC1,-17%,u,-10%,14%,-16%,10%,-0.5,-7,2%
COc1ccc(-c2cc(C(=O)NC3=NCCS3)c3ccccc3n2)cc1OC,-5%,-6%,5%,33%,-3%,7%,-0.2,-11,-14%
C/C(=N/NC(=O)c1nnn(-c2nonc2N)c1CSc1ccc(C)cc1)c1ccncc1,-2%,6%,-4%,-8%,0%,9%,5.3,-1,-1%
COC(=O)c1sccc1NC(=O)C1CC(C)=C(C)CC1C(=O)O (stereo unspecified),-6%,4%,0%,14%,-4%,6%,0.8,0,u
CCN(CC)C(c1ccc(C)cc1)c1nnnn1C1CCCCC1 (stereo unspecified),-5%,-11%,20%,10%,7%,9%,-3.4,x,9%
O=C(CC(=O)Nc1ccc(Cl)c(Cl)c1)N/N=C/c1ccc(O)cc1,-4%,-26%,0%,x,-10%,6%,-0.4,-11,1%
COc1ccc(CCN2C(=O)CC(N3CCN(S(=O)(=O)c4ccccc4)CC3)C2=O)cc1OC (stereo unspecified),2%,6%,3%,-14%,4%,-2%,-2.7,2,0%
O=C(O)CCCCc1nc2ccccc2s1,-5%,-7%,u,12%,-5%,2%,-1.5,x,19%
CC(SC1=NCCS1)C(=O)Nc1nnc(-c2ccc(F)cc2)s1 (stereo unspecified),-11%,-11%,-1%,-21%,6%,14%,-3.5,-2,-1%
COC(=O)CCC(=O)Nc1ccc(Br)cc1,-12%,9%,-7%,u,-12%,-3%,2.5,2,-7%
CC(=O)Nc1ccc(NC(=O)CSc2nnc(-c3cccnc3)o2)cc1,-12%,-5%,-1%,33%,-27%,13%,0.0,-21,2%
O=C(O)CC/C(=N\NC(=O)CNC(=O)c1cccc(Cl)c1)c1ccccc1,-17%,7%,6%,-1%,-34%[57.1 µM],10%,3.4,-25,4%
O=C(c1cccc([N+](=O)[O-])c1)N1CCCC(C(=O)N2CCCCC2)C1 (stereo unspecified),0%,3%,-3%,1%,-4%,4%,0.3,0,-1%
O=C(CSc1nc2ccccc2n1CCc1ccccc1)N1CCOCC1,6%,14%,5%,x,-8%,-10%,-3.9,2,5%
CN(CC1CCOCC1)C(=O)CC1C(=O)NCCN1CC1CCCCC1 (stereo unspecified),-7%,-4%,6%,13%,-13%,4%,-0.1,1,-5%
O=[N+]([O-])c1ccc2nc[nH]c2c1,-3%,6%,2%,0%,-13%,6%,-0.2,1,-4%&-6%
Cc1cc(=O)n(C(C)(C)C)c(=O)n1Cc1ccccc1,-15%,-21%,-9%,-25%,3%,3%,-2.7,3,-1%
N#C/C(=C\c1c(Cl)cccc1Cl)c1nc2ccccc2o1,0.42µM*,-19%,-2%,x,-19%,9%,-3.8,4,15%
O=C(O)c1cccc(-n2cccc2/C=C2/NC(=O)N(c3ccc(Cl)cc3)C2=O)c1,4.7µM*,u,-5%,40%,3.2µM*,15%,0.1,-98*,-1%
Cc1cc(OCc2ccc(C(=O)n3cccn3)o2)ccc1Cl,24µM*,-3%,-21%,9%,-13%,7%,-2.7,0,-3%
Cc1ccc(-n2ncc3c(Nc4c(C)n(C)n(-c5ccccc5)c4=O)ncnc32)c(C)c1,-3%,-6%,-14%,7%,-16%,-1%,-0.6,x,-2%
COc1cc(-c2nnc(SCC(=O)O)n2-c2ccccc2)cc(OC)c1OC,-4%,-14%,-19%,20%,5%[57.1 µM],3%,-2.8,0,1%
S=C(NCC1CCCO1)N1CCN(c2cccc(Cl)c2)CC1 (stereo unspecified),-4%,u,25%,12%,-7%,-16%,-3.0,6,9%
COc1ccc(NC(=O)C2CCCN(c3nn4c(=O)cc(C)nc4s3)C2)cc1 (stereo unspecified),-10%,10%,8%,-4%,0%,6%,-1.1,-3,-1%
C(=C\c1nc(-c2cccnc2)no1)/c1ccccc1,-11%,1%,5%,12%,-3%,5%,0.4,2,-7%
O=C1NC[C@@H](Cc2cccc3ccccc23)N(CC2CCCCC2)C1=O,-4%,3%,-4%,22%,8%,-4%,-0.3,-12,-6%
Cc1ccccc1-c1nnc(SCCC(=O)N2CCOCC2)o1,u,0%,-17%,10%,1%,9%,-0.3,-1,-10%
COc1ccc(/C=C2\SC(=S)N(CCCC(=O)N3CCN(C)CC3)C2=O)cc1,-5%,-2%,-13%,22%,-9%,-1%,-4.0,-10,7%
C=C[C@@H]1c2c(F)cccc2N(S(=O)(=O)c2ccc(C)cc2)[C@H](c2ccc(OC(C)=O)cc2)C1(C#N)C#N,3%,1%,17%,u,-7%,-7%,-2.4,11,1%
Cc1ccc(C)n1CCN1CCN(C(=O)c2ccco2)CC1,-4%,13%,17%,-4%,-8%,5%,-0.1,5,-14%
COc1ccc(-c2ccc3c(c2)S(=O)(=O)c2cccc(C(=O)NC4CCCC4)c2C3=O)cc1OC,3%,12%,-5%,-13%,18%,10%,0.4,-3,1%
COc1ccccc1NS(=O)(=O)c1cccc(C(=O)N2CCN(C(=O)c3ccco3)CC2)c1,-5%,6%,1%,10%,-4%,12%,0.7,-1,2%[1.84 µM]
Cc1nc2nc(-c3cccs3)cn2nc1C,30µM*,-7%,-9%,37%,-2%,13%,-2.5,-14,-6%
C[C@@H]1CC[C@H]2C(=O)N3[C@@H](CC[C@@H](C)[C@@H]3c3ccc(Br)cc3)C(=O)N2[C@H]1c1ccc(Br)cc1,1%,-3%,11%,18%,2%,-13%,-0.2,16,0%
CSc1nc2c(c(=O)[nH]1)C(c1cccs1)C1=C(CCCC1=O)N2 (stereo unspecified),-20%,u,-7%,30%,-35%,7%,-0.6,-70*,0%
CCN(CCNC(=O)C1CCN(S(=O)(=O)c2cccc3cccnc23)CC1)c1ccccc1,-20%,4%,-9%,15%,4%,-15%,-3.8,-4,-4%
COCC(=O)N1CCC2CC1c1c(-c3ccc(C(F)(F)F)cc3)cccc12 (stereo unspecified),-20%,4%,-19%,-2%,-4%,-23%,0.2,0,-2%
Cc1ccccc1NC(=O)C1CCN(C2=NS(=O)(=O)c3ccccc32)CC1,-11%,-29%,8%,13%,-7%,1%,0.5,1,-5%
CC1CCN(C(=O)CN(Cc2ccc(F)cc2)S(C)(=O)=O)CC1,-23%,0%,6%,-8%,11%,0%,-1.5,-2,-3%
Cc1ccc(C(=O)OCC(=O)NNC(=O)c2ccccc2)c(O)c1,-5%,1%,2%,0%,-8%,0%,0.3,4,3%
Cc1cc(C)c2nc(NC(=O)CN3C(=O)NC4(CCCC4)C3=O)sc2c1,-2%,-1%,6%,2%,-17%,-6%,0.6,2,-1%
COc1cccc(CC(=O)N(CCC2=CCCCC2)c2c(N)n(Cc3ccccc3)c(=O)[nH]c2=O)c1,0%,4%,3%,-5%,-3%,7%,-1.1,8,0%
CCC(CC)C(=O)N(C)c1c(C)nc2c(OCC=C(C)C)cccn12,-6%,5%,9%,8%,1%,1%,0.1,0,-1%
CC(NC(=O)c1ccc(N)cc1)c1ccccc1 (stereo unspecified),-7%,8%,15%,-6%,3%,16%,0.1,1,5%
COc1cccc(C(=O)Cn2c(NCCCO)nc3ccccc32)c1,-4%,-20%,-3%,-2%,4%,0%,1.2,6,1%
CCN(CC)C(=O)C1CCN(CC2CC=CCC2)CC1 (stereo unspecified),-3%,-17%,-17%,12%,-12%[57.1 µM],-6%,0.0,2,-1%
CCn1c(SCC(=O)Nc2nc(C)c(C(=O)OC)s2)nnc1C(C)C,-2%,9%,2%,7%,5%,-1%,0.3,3,u
O=S(=O)(c1cccc(F)c1)N1CCCN(c2ccc(C(F)(F)F)cn2)CC1,-7%,-26%,17%,-1%,-30%,9%,-0.3,-1,25%
O=C(O)CCNC1C=CS(=O)(=O)C1 (stereo unspecified),2%,0%,11%,-4%,-12%,-10%,-1.5,6,2%

# Fetched one by one from the entries so far (3):
SMILES,PLK1 PBD inh,EPAC1 antagonist,Abeta rescue,FUS suppressor,WRN helicase inh,EPAC1 ag,IL2 activator,PI5P4Ka inh,aSyn rescue
CC1CCN(C(=O)CN(Cc2ccc(F)cc2)S(C)(=O)=O)CC1,-23%,0%,6%,-8%,11%,0%,-1.5,-2,-3%
Cc1ccccc1NC(=O)C1CCN(C2=NS(=O)(=O)c3ccccc32)CC1,-11%,-29%,8%,13%,-7%,1%,0.5,1,-5%
CCC(CC)C(=O)N(C)c1c(C)nc2c(OCC=C(C)C)cccn12,-6%,5%,9%,8%,1%,1%,0.1,0,-1%
